D2 agonist – D2 dopamine receptor (human) agonism. HEK293 T-REx D2 cells, calcium flux agonist mode. P14416. activation, % at 2 µM. 0.53% of 340,000 active;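 active means activation over 3 SD above normal in the single-dose calcium agonist read, cut at about 30% in these data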; further: 0% is about no effect
Target sequence (P14416 whole entry, looked up): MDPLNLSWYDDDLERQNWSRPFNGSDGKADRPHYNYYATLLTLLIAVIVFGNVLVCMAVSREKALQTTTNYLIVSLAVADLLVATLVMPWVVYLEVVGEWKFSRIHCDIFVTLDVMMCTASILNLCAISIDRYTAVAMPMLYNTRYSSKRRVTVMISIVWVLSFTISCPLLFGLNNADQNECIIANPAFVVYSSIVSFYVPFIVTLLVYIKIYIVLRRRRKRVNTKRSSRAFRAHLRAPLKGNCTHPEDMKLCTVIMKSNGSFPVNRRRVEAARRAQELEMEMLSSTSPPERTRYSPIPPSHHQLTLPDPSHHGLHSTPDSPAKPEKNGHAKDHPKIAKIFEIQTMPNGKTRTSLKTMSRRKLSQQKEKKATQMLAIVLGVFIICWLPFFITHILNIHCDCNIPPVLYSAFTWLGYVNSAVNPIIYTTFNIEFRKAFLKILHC
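In this primary screen, compounds producing a positive calcium signal within 180 s of addition to tetracycline-induced, force-coupled HEK293 Trex D2 cells are flagged; cells are dye-loaded with a no-wash calcium kit beforehand.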
D2 potentiator – positively modulates the human D2 dopamine receptor allosterically. P14416. HEK293 T-REx D2, calcium flux, EC20 dopamine potentiation. potentiation, % at 10 µM. 0.34% of 340,000 active;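 active means potentiation over 3 SD above the plate norm, cut at about 30% in these data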; further: 0% is about no effect
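Tetracycline-induced Hek293 Trex D2 cells, force-coupled to calcium, loaded with no-wash calcium dye. Compound added with 180 s kinetic read for agonism, then EC20 dopamine and a further 180 s read for potentiation.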
TRHR enhancer – allosterically enhances the human TRH receptor; enhancement, % at 2 µM; 0.66% of 360,000 active; TRHR cells, fluo-8 calcium fluorescence, EC20 TRH enhancement; P34981; in the data active means enhancement above about 30%; further: 0% is about no effect
Target sequence (P34981 whole entry, looked up): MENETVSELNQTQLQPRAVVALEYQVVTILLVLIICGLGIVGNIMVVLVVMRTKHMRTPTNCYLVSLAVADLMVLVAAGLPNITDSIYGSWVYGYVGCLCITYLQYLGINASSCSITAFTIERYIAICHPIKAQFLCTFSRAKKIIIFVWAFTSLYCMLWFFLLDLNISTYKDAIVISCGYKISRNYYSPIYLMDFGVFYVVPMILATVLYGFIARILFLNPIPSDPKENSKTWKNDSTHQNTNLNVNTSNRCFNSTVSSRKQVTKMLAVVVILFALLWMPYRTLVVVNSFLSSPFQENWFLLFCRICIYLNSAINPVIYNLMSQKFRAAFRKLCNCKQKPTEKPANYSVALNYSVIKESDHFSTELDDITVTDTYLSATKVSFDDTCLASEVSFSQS
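Enhancer read-out: after compound pinning and an initial kinetic agonist-mode read, an EC20 of TRH (10 nM final) was injected and fluo-8 calcium signal (Ex 480/Em 530) followed at 1 s/cycle for 100 cycles in TRHR-expressing cells.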
TRHR ag – agonists of human TRH receptor. AID 493084. 0.18% of 360,000 active. TRHR cells, calcium flux fluo-8, FDSS agonist mode. P34981. activation, % at 2 µM; further: 0% is about no effect
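Fluo-8-loaded TRHR cells; 10 s baseline, compound added, kinetic Ca2+ fluorescence read 1/s, agonist mode.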
D1 PAM – human D1 dopamine receptor positive modulation. P21728. HEK293 TREx D1 cells, calcium flux, dopamine EC20 potentiation. potentiation, % at 10 µM. 0.036% of 360,000 active. AID 504651; in the data active means potentiation above about 30%; further: 0% is about no effect
D1 antagonist – human D1 dopamine receptor antagonism | P21728 | HEK293 TREx D1 cells, calcium flux, dopamine EC80; stronger effect = lower value | activity change, negative = inhibition, % at 10 µM | 3.2% of 360,000 active | AID 504652; in the data active means activity change below about -30%; further: on the % scale 0 is the no-effect control and ±100 the full control effect
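Inducible Hek293 Trex D1 cells (tetracycline, overnight, 30 C). Calcium dye 30–90 min RT. Antagonist mode: EC80 dopamine added after 180 s compound read.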
D2 antag – antagonists of human D2 dopamine receptor; P14416; HEK293 TREx D2 cells, calcium flux, dopamine EC80; inhibition, % at 10 µM; 2% of 340,000 active; in the data active means inhibition above about 30%; further: 0% is about no effect
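Tetracycline-induced HEK293 T-REx cells expressing D2 force-coupled to calcium signalling were dye-loaded, exposed to compound for 180 s, then challenged with an EC80 of dopamine; calcium flux was followed kinetically for a further 180 s.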
RXFP1 antag – antagonists of human relaxin receptor RXFP1 | Q9HBX9 | HEK293-RXFP1, relaxin-stimulated cAMP HTRF, 30 min; stronger effect = lower value | activity change, negative = inhibition, % at 57.5 µM | 0.59% of 350,000 active | AID 1259400;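 active means activity change of -60% or lower, but not beyond a set lower limit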; further: on the % scale 0 is the no-effect control and ±100 the full control effect
D1 agonist – activates the human D1 dopamine receptor. P21728. HEK293 T-REx D1 cells, calcium flux, agonist mode. activation, % at 2 µM. 1% of 360,000 active; further: 0% is about no effect
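Inducible HEK293 T-REx D1 cells, force-coupled to calcium signalling, were plated at 4000 cells/well with tetracycline and held overnight at 30 C. After no-wash calcium dye loading, compound-evoked calcium rise over 180 s flagged agonists.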
The depositor's hits bear a star; nt = not tested or not shown; & = joins results of further samples. Unless noted, no stated cut-off is given here; in the data, active means activation above about 30%; inactive means the rest. Random draw from the library; 7.1% or so of the library scored in one or more.

SMILES	D2 agonist	D2 potentiator	TRHR enhancer	TRHR ag	D1 PAM	D1 antagonist	D2 antag	RXFP1 antag	D1 agonist
CN(NS(C)(=O)=O)c1ncc(C(F)(F)F)cc1Cl	0.3	3	-1	0.2	0	1	5	-4	1
COc1ccc2c(c1)Cc1sc(NC(=O)c3ccc(Cl)cc3)nc1-2	-0.4	0	5	0.1	0	-5	nt	-15	1
NC(=O)C1=C[C@H](c2ccccc2)C[C@H](OCc2ccc(CO)cc2)O1	-0.1	-3	1	-0.1	4	9	0	nt	-1
COc1ccc(-c2cc(C(=O)Nc3cc(C)n(Cc4ccc(Cl)cc4)n3)no2)cc1OC	1.5	-2	0	1.4	-1	2	4	3	6
CC(=O)c1cccc(NC(=O)N2CCCC2C(=O)NCCc2ccccc2)c1 (stereo not drawn)	-1.4	-2	-3	-0.9	7	4	-2	-5	1
O=C(CSC1=NC(=O)C(Cc2ccccc2)C(=O)N1)NC1CCCCC1 (stereo not drawn)	0.1	0	21	0.5	-4	-5	0	4	1
CCn1c(C)nc2cc(C(=O)NNS(=O)(=O)c3cc(Br)ccc3Br)ccc21	0.4	-3	-17	0.2	-4	2	-1	0	1
O=C(CN1C(=O)NC2(CCc3ccccc32)C1=O)NCc1ccccc1Cl (stereo not drawn)	0.2	14	1	-0.4	-2	-17	1	17	1
Cc1nn(C)c(C)c1S(=O)(=O)N(CC(=O)NCc1cccs1)c1ccc(C(C)C)cc1	-1.6	-2	-9	-0.9	-3	-11	6	nt	0
CCOC(=O)c1cnc(SCC(=O)Nc2sc(C)c(C)c2C#N)nc1N	0.1	-3	-4	0.0	-1	-10	-1	-11	1
CN(CC1CCCO1)S(=O)(=O)c1ccc(C(=O)N2CCN(c3ccccc3)CC2)cc1 (stereo not drawn)	1.5	-5	-6	-0.2	-4	-3	2	-6	-3
COc1cc(CNCCN(C)C)c(Br)cc1OCC(=O)NCc1ccccc1	1.5	4	-1	0.4	-4	-34*	-15	-3	3
Cc1ccccc1C(=O)OC1CCN(C)CC1	0.4	-9	13	0.7	-5	2	0	5	4
CCn1ccnc1[C@@H]1C[C@H]2CN(Cc3cccc(Cl)c3)C(=O)[C@]23CCCN13	1.4	-7	2	-0.2	-3	-12	-9	-4	1
Cc1c(NC(=O)C(C)OC(=O)CNC(=O)c2ccccc2)c(=O)n(-c2ccccc2)n1C (stereo not drawn)	-0.1	4	-6	0.3	0	nt	4	-3	-2
O=C(c1cc(F)ccc1F)C1CCCN(C(=O)CCc2cnccn2)C1 (stereo not drawn)	-2.1	-4	-4	-2.5	3	5	38*	-16	2
COCCNc1nnc(SCC(=O)NC(=O)c2ccccc2)s1	-0.8	2	6	-0.2	-4	3	23	-6	1
O=C(/C=C/c1ccc([N+](=O)[O-])cc1)NCCN1C(=O)S/C(=C\c2ccc(F)cc2)C1=O	-0.6	5	3	0.0	-4	-31*	-2	-18	1
CCOC(=O)N1CCN(C(=O)c2ccc(CS(=O)(=O)c3ccc(OC)cc3)o2)CC1	0.3	-14	-8	-0.1	-12	-1	8	nt	1
COc1cccc(CNC(=O)Cn2ccc3cc(S(=O)(=O)N4CCCC4)ccc32)c1OC	0.3&0.0	-6&-8	-1&1	-0.4&0.1	-5&-2	-5&-1	-3	18&-9	5&-2
Cc1ccc2onc(CNC(=O)N3CCN(c4cccc(C(F)(F)F)c4)CC3)c2c1	0.1	0	11	0.7	-2	-4	nt	-19	2
CCN(CC(=O)Nc1ccc2c(c1)OCCO2)c1ccc(S(=O)(=O)N2CCOCC2)cn1	-0.1	11	-2	-0.1	-4	23	0	-13	1
CC(C)(C)c1cc(=O)[nH]c(SCc2ccccc2Cl)n1	-0.8	2	0	-0.9	5	10	-2	-74*	6
COc1ccc(NC(=O)C2CCCN2S(=O)(=O)c2ccc3nc(-c4ccccc4)[nH]c3c2)cc1 (stereo not drawn)	-1.3	15	2	0.5	-2	2	nt	nt	9
O=C(CSc1ccccc1)NCC1(N2CCCCC2)CCCCC1	-0.5	4	-3	0.8	0	-22	0	-9	2
CC(C)CN(C(=O)COc1ccc2ccc(=O)oc2c1)C1CCS(=O)(=O)C1 (stereo not drawn)	-2.3	6	5	-0.1	1	-13	2	-12	0
Cc1ccc(C(=O)COc2ccccc2C(=O)Nc2ccccc2)cc1	0.2	0	0	0.3	-1	-5	-9	-16	2
COc1cc(N)ccc1Cc1ccc(N)cc1OC	0.2	-1	4	0.3	0	-3	-1	-1	1
Cc1ccc(NC(=S)NNC(=O)C2CC2c2ccc(C)cc2)cc1 (stereo not drawn)	0.6	9	-6	-0.9	-3	-8	4	-2	-1
N#Cc1ccc(C(=O)N2CCN(C(=O)C3CCCO3)CC2)cc1 (stereo not drawn)	0.3	10	9	0.3	-5	2	3	7	1
OCCNCc1cccc(Br)c1	1.8	-8	1	1.3	-1	1	13	-11	4
O=C1CN(C(=O)COC(=O)c2ccccc2NC(=O)c2ccco2)c2ccccc2N1	0.7	3	11	0.2	-3	3	-7	4	0
O=C(CSc1nnc(-c2ccccn2)n1Cc1ccco1)c1ccc(Cl)cc1	0.5	-5	4	-0.6	7	-16	-4	-11	3
CCOc1ccc(S(=O)(=O)N2CCc3cc(OC)c(OC)cc3C2)cc1	0.4	0	2	-0.9	0	7	-7	6	0
c1ccc(-n2nnnc2SCc2cn3cccnc3n2)cc1	0.2	9	14	0.5	10	-19	6	5	4
COc1ccc(C)cc1NC(=O)c1cccc(C(=O)Nc2cc(C)ccc2OC)n1	1.2	4	-2	1.2	2	-12	-19	2	3
CC(C)Oc1ccc(CNC(=O)c2cnc3sc(N4CCCCC4)nn3c2=O)cc1	0.4	-6	7	-0.6	1	6	nt	-3	4
CCOC(=O)N/N=C(C)/C=C/c1ccccc1	-1.2	-2	0	-0.7	-9	-9	12	0	1
O=C(Nc1ccccc1Cl)C1C2CCC3C(CCC21)C3(Cl)Cl (stereo not drawn)	-0.4	6	3	-0.5	4	-1	-9	0	-2
CC(C)CC(=O)NC(=S)Nc1ccc(N2CCN(C(=O)c3cccs3)CC2)cc1	2.3	-9	6	0.2	-7	-13	9	15	12
COc1cc(CNCc2cccs2)cc(Br)c1OC	0.0	6	13	-0.1	-4	4	-4	-6	3
Cc1ccc(C)c(C(=O)Nc2cc(C)nn2-c2nc(C)cc(C)n2)c1	-3.2	0	0	-0.8	1	8	-4	2	1
OCCN(Cc1nc(-c2ccc3c(c2)OCO3)no1)Cc1cccs1	0.6	-15	-4	0.1	-4	-21	39*	-3	4
CCCCOc1ccc(-c2ncc([N+](=O)[O-])cn2)cc1	0.4	1	1	0.5	-2	2	1	4	3
Cc1nc(-c2ccc(C(=O)N3CCCC3)cc2)cs1	-0.4	9	25	-0.1	17	20	2	4	2
O=C(N/N=C/c1ccccn1)c1cc(-c2ccc(Br)s2)[nH]n1	-0.1	-10	-6	-0.1	-4	-4	8	-6	2
CCOc1ccc(CNC(=O)C2CCN(S(=O)(=O)N3CCCC3)CC2)cc1OC	0.2	16	1	0.3	-3	12	-13	9	0
CC/C(=N\NC(=O)c1nnn(-c2nonc2N)c1-c1cccs1)c1ccccc1	-0.2	-2	5	-0.1	2	17	0	0	12

Complete entries, quoted from the list.
`CC(C)Oc1ccc(CNC(=O)c2cnc3sc(N4CCCCC4)nn3c2=O)cc1` is listed as D2 agonist: 0.4; D2 potentiator: -6; TRHR enhancer: 7; TRHR ag: -0.6; D1 PAM: 1; D1 antagonist: 6; D2 antag: nt; RXFP1 antag: -3; D1 agonist: 4
`CC(C)CC(=O)NC(=S)Nc1ccc(N2CCN(C(=O)c3cccs3)CC2)cc1` is listed as D2 agonist: 2.3; D2 potentiator: -9; TRHR enhancer: 6; TRHR ag: 0.2; D1 PAM: -7; D1 antagonist: -13; D2 antag: 9; RXFP1 antag: 15; D1 agonist: 12
`Cc1ccc(C)c(C(=O)Nc2cc(C)nn2-c2nc(C)cc(C)n2)c1` is listed as D2 agonist: -3.2; D2 potentiator: 0; TRHR enhancer: 0; TRHR ag: -0.8; D1 PAM: 1; D1 antagonist: 8; D2 antag: -4; RXFP1 antag: 2; D1 agonist: 1

New compounds follow:
SMILES	D2 agonist	D2 potentiator	TRHR enhancer	TRHR ag	D1 PAM	D1 antagonist	D2 antag	RXFP1 antag	D1 agonist
O=C1Nc2c(Br)cc(Br)c3cccc1c23	2.0	13	3	0.3	-1	0	-4	-7	2
O=C(Nc1ccc(S(=O)(=O)N2CCOCC2)cc1)c1ccc2c(c1)OCO2	-0.3	-1	3	-0.2	4	-9	8	-2	5
CSc1nnc2[nH]c(=O)cc(C)n12	1.8	nt	-3	0.2	0	nt	nt	3	2
CC#CCCCC(=O)Nc1cc(OC)nc(OC)n1	0.2	28	-1	-0.7	-2	16	-7	3	3
COc1cc(C)ccc1OCCSc1nc2ccc(NC(=O)c3ccc(C)cc3)cc2s1	1.7	-14	4	0.9	-2	5	nt	nt	3
Cc1ccc(-c2nc(CSCC(=O)NCCCN3CCOCC3)c(C)o2)cc1	-0.1	-1	-2	-0.9	4	3	5	-2	1
CCOc1ccc(S(=O)(=O)NC2=NCCCCC2)cc1	-0.3	71*	-2	-0.3	-3	37	-7	-7	2
Cn1ccnc1C1CCCCN1Cc1nc(Cc2cccc(C(F)(F)F)c2)no1 (stereo not drawn)	0.8	-2	-5	0.1	4	4	1	-1	-1
CNc1oc(-c2ccccc2F)nc1S(=O)(=O)c1ccc(C)cc1	-0.2	0	6	-1.0	1	0	-8	-25	1
CN(C)S(=O)(=O)c1cccc(COC(=O)Cc2c(F)cccc2Cl)c1	0.4	8	4	2.3	-3	-12	-5	10	12
Cc1ccc(C(=O)Nc2ccccc2C(=O)NCc2cccnc2)cc1	-0.1	0	3	0.6	-5	-4	-8	-5	3
COc1ccc2c(c1)CCc1cc(C(=O)O)sc1-2	0.4	-3	-3	-0.1	-4	-11	-9	-1	3
COc1cc(/C=N/Nc2nc3ccccc3[nH]2)ccc1O	-0.3	-6	-2	-0.3	-3	0	0	nt	2
CCN(C(=O)c1cccc(Br)c1)c1ccccc1	-0.6	2	-5	-0.2	-8	-24	14	-14	4
COc1c(F)c(F)cc2c(=O)c(C(=O)O)cn(C3CC3)c12	-0.8	5	-2	0.0	-1	-13	4	0	2
CCOC(=O)CC1C(=O)NCCN1c1nc2ccc(C)cn2c(=O)c1/C=C1\SC(=S)N(CC(C)C)C1=O (stereo not drawn)	104*	-12	-5	63*	-2	-29	14	-3	320*
COc1ccc2cc(C(=O)N3CCN(c4cccc(C)c4C)CC3)[nH]c2c1	-0.6	-8	27	0.0	-11	-13	20	-11	1
CCCc1nc(SCC(=O)Nc2cc(C)on2)c2ccccc2n1	0.3	-1	10	-0.7	-3	0	3	13	3
Cc1cc(C)cc(N2C(=O)CN(Cc3ccccc3)C2=S)c1	-0.4	-5	4	-1.5	-10	-9	-3	1	7
CCCCCn1c(=O)[nH]c2cc(C(=O)N3CCN(CC)CC3)ccc2c1=O	0.1	5	7	0.3	-2	-3	-6	-14	2

Entries from the list above that contain a COOH group (2):
SMILES	D2 agonist	D2 potentiator	TRHR enhancer	TRHR ag	D1 PAM	D1 antagonist	D2 antag	RXFP1 antag	D1 agonist
COc1ccc2c(c1)CCc1cc(C(=O)O)sc1-2	0.4	-3	-3	-0.1	-4	-11	-9	-1	3
COc1c(F)c(F)cc2c(=O)c(C(=O)O)cn(C3CC3)c12	-0.8	5	-2	0.0	-1	-13	4	0	2

Source: PubChem BioAssay
